Bioassay records: PubChem, National Center for Advancing Translational Sciences (NCATS)
ALDH1A1 block: qHTS Assay for Inhibitors of Aldehyde Dehydrogenase 1 (ALDH1A1) | Potency, µM (doses to about 75.3 µM), without a hit: top-dose activity, negative = inhibition, usual class: inhibitors | Purified ALDH1A1, NADH fluorescence, propionaldehyde substrate | actives 7.3% (n = 220,000); active = well fitted inhibition curve with a large enough effect, not every such curve was filed as active; inconclusive = small, poorly fitted or top-dose-only effect, or another doubt; inactive = no such curve, though single readings can be large or run the other way;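 also: plate controls were no enzyme wells and a reference inhibitor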
L3MBTL1 inh: qHTS Assay for the Inhibitors of L3MBTL1 | AID 485360, 2010 | Potency, µM (series often up to 57.1 µM), inactives show at the top dose activity, negative = inhibition, most hits filed as inhibitors | AlphaScreen L3MBTL1–H3K9me1 peptide binding | actives 0.66% (n = 230,000); also: % is scaled to controls: 0 for no effect and ±100 for the full control effect; nearly all actives have a fitted effect of over 60% in size
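First, the protein-peptide complex forms for 30 min at room temperature (L3MBTL1 50 nM, biotinylated H3K9me1 peptide 75 nM). Next, compounds are pin-transferred and incubated 30 min. Finally, AlphaScreen beads are added and read after 30 min.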
JMJD2E inh: qHTS Assay for Inhibitors of Human Jumonji Domain Containing 2E (JMJD2E); Potency, µM (series often up to 57.1 µM), for the others: top-dose activity change, negative = inhibition, actives largely listed as inhibitors; actives 1.6% (n = 230,000); Lysine-specific demethylase 4E (Homo sapiens), B2RXH2; AID 2147, 2009; JMJD2E catalytic domain, FDH-coupled NADH fluorescence (FDH is formaldehyde dehydrogenase); active = well fitted inhibition curve with a large enough effect, not every such curve was filed as active; inconclusive = small, poorly fitted or top-dose-only effect, or another doubt; inactive = no such curve, though single readings can be large or run the other way;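 also: 0% = wells with enzyme and -100% = buffer wells without enzyme; nearly all actives have a fitted effect of over 50% in size; many of its hits are not listed in these tables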
Target sequence (B2RXH2 1-337 limits assumed): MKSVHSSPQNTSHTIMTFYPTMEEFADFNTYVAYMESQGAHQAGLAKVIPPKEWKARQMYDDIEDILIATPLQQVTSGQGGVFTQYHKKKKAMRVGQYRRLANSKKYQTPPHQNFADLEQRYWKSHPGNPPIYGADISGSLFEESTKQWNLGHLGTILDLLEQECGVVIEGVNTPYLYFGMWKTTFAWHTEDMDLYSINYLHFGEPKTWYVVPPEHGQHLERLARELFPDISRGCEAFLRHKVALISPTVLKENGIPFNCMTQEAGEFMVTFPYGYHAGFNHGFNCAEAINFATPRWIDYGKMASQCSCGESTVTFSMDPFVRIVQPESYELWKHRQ
Lamin A splicing: qHTS Assay for Modulators of Lamin A Splicing | HeLa LMNA splicing GFP/RFP minigene ratio, 48 h | actives 0.01% (n = 200,000) | AID 1487, 2009 | Potency, µM (series often up to 46.1 µM), for the others: top-dose ratio change, negative = inhibition, actives largely listed as inhibitors; active = well fitted inhibition curve with a large enough effect in the signal ratio, with a control signal flat, not every such curve was filed as active; inconclusive = small, poorly fitted or top-dose-only effect, or effect the other way, or a change in a side signal; the % refers to the signal ratio; also: % is scaled to controls: 0 for no effect and ±100 for the full control effect
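Read-out is the ratio of GFP to DsRed2 object intensity, acquired by 488 nm laser-scanning cytometry on HeLa lamin A-EGFP minigene reporter cells. Compound incubation 48 hrs at 37 °C in Opti-MEM with 2% FBS; DMSO 0.5% final.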
SMN2 splice enh: qHTS Assay for Enhancers of SMN2 Splice Variant Expression; Potency, µM (top dose mostly 46.1 µM), inactives show at the top dose activity change, positive = activation, usual class: activators; HEK293 SMN2-luciferase splicing reporter, luminescence, 30-36 h; actives 2.8% (n = 210,000); also: % of control where 0% means no effect; nearly all actives have a fitted effect of over 55% in size
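HEK293 cells carry an SMN2 minigene-luciferase reporter in which exon 7 inclusion puts luciferase in frame. Cells were seeded at 2000 cells/well, attached for 10-12 hours, then exposed to compounds for 30-36 hours at 37C before ONE-Glo luminescence.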
Tau ThT inhib: qHTS for Inhibitors of Tau Fibril Formation, Thioflavin T Binding | actives 2.1% (n = 270,000) | recombinant tau K18 P301L (four-repeat tau fragment), heparin-induced fibrillization, ThT fluorescence | Potency, µM (highest dose often 57.4 µM), inactives show top-dose activity, negative = inhibition, most hits filed as inhibitors | Microtubule-associated protein tau (Homo sapiens), P10636 | AID 1460, 2008; also: % is scaled to controls: 0 for no effect and ±100 for the full control effect; nearly all actives have a fitted effect of over 55% in size
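Tau K18 P301L fragment (15 uM unlabeled plus 0.24 uM Alexa 594-labeled) in 100 mM sodium acetate pH 7 with compound, fibrillization induced by 20 uM heparin for 6 hr at 37 C. Thioflavin T (30 uM) added, fluorescence read after 1 hr (ex 450, em 510 nm).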
RECQ1 helicase: qHTS Assay for Inhibitors of RecQ-Like Dna Helicase 1 (RECQ1). ATP-dependent DNA helicase Q1 (Homo sapiens), P46063. actives 0.54% (n = 240,000). RECQ1 DNA unwinding, red fluorescence kinetic read. Potency, µM (highest dose often 57.3 µM), inactives show top-dose activity, negative = inhibition, hits mostly inhibitors;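 also: plate controls were vehicle for no effect and no enzyme for full effect; nearly all actives have a fitted effect of over 30% in size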
Target sequence (P46063 whole entry, looked up): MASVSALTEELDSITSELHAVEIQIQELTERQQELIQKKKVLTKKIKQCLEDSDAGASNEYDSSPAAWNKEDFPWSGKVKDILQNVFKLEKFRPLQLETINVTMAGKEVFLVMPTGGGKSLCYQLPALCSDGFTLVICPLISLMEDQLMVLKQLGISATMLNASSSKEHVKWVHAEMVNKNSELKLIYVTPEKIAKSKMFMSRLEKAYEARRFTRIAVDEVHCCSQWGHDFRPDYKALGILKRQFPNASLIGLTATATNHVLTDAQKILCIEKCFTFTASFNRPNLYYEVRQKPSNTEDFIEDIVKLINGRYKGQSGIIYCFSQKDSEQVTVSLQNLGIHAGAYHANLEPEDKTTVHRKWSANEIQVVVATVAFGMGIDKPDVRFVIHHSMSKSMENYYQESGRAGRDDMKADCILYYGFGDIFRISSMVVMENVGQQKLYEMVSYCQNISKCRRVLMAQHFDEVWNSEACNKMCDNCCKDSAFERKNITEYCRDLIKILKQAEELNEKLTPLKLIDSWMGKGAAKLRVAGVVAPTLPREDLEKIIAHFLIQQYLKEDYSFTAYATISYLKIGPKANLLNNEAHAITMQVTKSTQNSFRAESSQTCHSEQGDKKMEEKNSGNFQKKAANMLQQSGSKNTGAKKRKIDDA
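RECQ1T1 50 nM; forked duplex (20 bp + 30-nt ss tails) 200 nM, ATP 2 mM final; pH 8.0, 2 mM MgCl2, 2.5 ug/ml poly(dI-dC); 15 min compound preincubation; discontinuous kinetic read over 2 h at RT.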
KinaseGlo FLuc: Counterscreen for Luciferase (Kinase-Glo TM) Inhibition; Luciferin 4-monooxygenase (Photuris pensylvanica), Q27757; Kinase-Glo luciferase, ATP luminescence, 8 min; Potency, µM (top dose mostly 38.3 µM), inactives show top-dose activity change, negative = inhibition, usual class: inhibitors; actives 0.28% (n = 200,000); AID 1379, 2008; also: % is scaled to controls: 0 for no effect and ±100 for the full control effect; nearly all actives have a fitted effect of over 60% in size
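Light output from Kinase-Glo luciferase with luciferin and 10 uM ATP in 50 mM imidazole pH 7.2, KCl, MgCl2, Tween 20, BSA; compound pin-delivered, 8-min ambient incubation, then luminescence read.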
* = called active by the depositor; i = inactive; u = inconclusive; x = not tested or not shown; [ ] = remark or other dose. Unless noted, calls follow the shape of the dose curve; as a rule, active = well fitted curve in the direction sought with a large enough effect; inconclusive = small, poorly fitted or top-dose-only effect, or another doubt; inactive = no such curve, though single readings can be large; an effect the other way counts as inactive or inconclusive. Potency is read from the fitted curve at half-maximal effect.

SMILES	ALDH1A1 block	L3MBTL1 inh	JMJD2E inh	Lamin A splicing	SMN2 splice enh	Tau ThT inhib	RECQ1 helicase	KinaseGlo FLuc
CCOCCCNC(=O)c1cc2c(=O)n3cccc(C)c3nc2n1C	u	9%	u	u	2%	-11%	-2%	-1%
CCn1ccnc1CN(C)Cc1cn(C)nc1-c1ccccc1F	-9%	-2%	-2%	-5%[46 µM]	x	-4%	14%	-1%
Cc1ccc2cc3cc(C(=O)NCCCN4CCc5ccccc5C4)oc3nc2c1	u	1%	u	u	-35%[inhibitor]	-19%	-6%	1%
CCOC(=O)N1CCN(C(=O)CN(c2ccccc2)S(C)(=O)=O)CC1	12%	-1%	-3%	x	-11%	10%	i	-4%
CCc1ccc(N(C(=O)Cn2nnc(-c3ccccc3)n2)C(C(=O)NC2CCCCC2)c2ccccn2)cc1 (configuration not stated)	10%	-2%	1%	-11%	9%	3%	7%	-3%
N/C(=N\S(=O)(=O)c1cc(C(F)(F)F)cc(C(F)(F)F)c1)c1ccccc1	-15%	0%	-10%	20%[46 µM]	x	7%	-9%	x
O=C(N/N=C/c1cn(-c2ccccc2)nc1-c1cccs1)c1ccccc1F	u	-4%	u	u	14%	-4%	-9%	9%
Cn1cccc1C(=O)c1ccc(Cl)cc1Cl	2%	-2%	0%	4%	-15%	-12%	-11%	14%
COC(=O)c1ccccc1NC(=O)c1ccc(COc2cccc3ccccc23)o1	-7%	x	u	-5%	5%	-18%	i	-3%
O=C(CSc1nnc(-c2ccc3c(c2)OCO3)n1-c1ccccc1)c1ccc(Cl)cc1	10%	-5%	5%	10%	-7%	-13%	2%	0%
CCOC(=O)C1CCN(S(=O)(=O)c2ccc(C(C)=O)cc2)CC1	-1%	1%	0%	-4%	-15%	-3%	-5%	0%
O=C(Nc1ccccc1C(=O)N1CCCC1)c1cccc(S(=O)(=O)N2CCCCC2)c1	7%	x	7%	13%	-2%	5%	-7%	-2%
CCN1C(=O)/C(=C\c2cn(-c3ccccc3)nc2-c2cccnc2)SC1=S	1%	-4%	5%	7%[46 µM]	-11%	-3%	i	-2%
COc1cccc(/C=N/NC(=O)CNC(=O)c2ccco2)c1O	x	4%	14µM*	x	x	-14%	-4%	x
COc1ccc2c(c1OC)C(=O)N1N=C(c3ccc(O)cc3)CC21 (configuration not stated)	-6%	2%	1%	-6%	5%	-29%	i	1%
O=C(CSc1ccc(-c2ccc(F)cc2)nn1)N1CCCc2ccccc21	u	-1%	1%	u	-27%	u	5%	5%
Cc1ccc(NC(=O)CCl)cc1S(=O)(=O)N1CCCCCC1	1.5µM*	2%	-6%	u	-9%	-10%	i	4%
CC(COc1ccc(/C=C/c2ccccc2)cc1)[N+](C)(C)C (configuration not stated)	-8%	-2%	u	u	-44%[inhibitor]	-9%	53%[activator]	-5%
COc1ccc(CC(=O)N2N=C(C)CC2(O)C(F)(F)F)cc1OC (configuration not stated)	5%	7%	-3%	14%[46 µM]	-5%	5%	i	0%
Cc1nc(-c2ccccc2)sc1-c1nc(-c2ccncc2)ncc1S(=O)(=O)c1ccccc1	u	0%	u	-3%	-19%	-1%	-12%	-1%
CCOC(=O)c1c(NC(=O)c2ccccc2)sc2c(O)c(CN(CC)CC)ccc12	1%	-6%	-7%	9%	2%	u	i	-2%
CC(C)CC(NC(=O)C1CCCCC1)C(=O)NCc1ccccn1 (configuration not stated)	7%	-2%	3%	1%	u	-1%	-3%	4%
COc1ccc(C(=O)Nc2cccc(/C(C)=N/NC(=O)c3ccc([N+](=O)[O-])cc3)c2)cc1OC	26%	0%	11%	1%	-5%	-6%	-16%	1%
N#Cc1c(NC(=O)C2CC=CCC2C(=O)O)sc2c1CCCCCC2 (configuration not stated)	u	-4%	7%	u	12%	4%	i	-1%
CCc1nc2ccccc2nc1N1CCN(S(=O)(=O)c2c(C)cc(Cl)cc2C)CC1	x	-3%	u	x	x	-12%	-2%	x
Cn1nc(C(=O)NCc2ccc(F)cc2)c2ccccc2c1=O	1%	0%	6%	u	18µM*	-10%	i	-7%
COc1cccc(OC)c1C(=O)Nc1nc(COc2ccccc2)cs1	u	15%	u	-17%[46 µM]	-18%	-8%	-13%	-1%
CCCCN(c1ccc(C(=O)OC)cc1)S(=O)(=O)c1ccccc1	-5%	48%[activator]	2%	x	-28%	5%	-6%	0%
COc1ccc(-c2nnn(CC(=O)N(CCN3CCOCC3)C(C(=O)NC3CCCCC3)c3ccco3)n2)cc1 (configuration not stated)	u	5%	-1%	x	x	-2%	i	0%
CC(C)(C)OC(=O)NCCCC(CCCNC(=O)OC(C)(C)C)C(=O)O	9%	x	0%	4%	16%	-7%	21%	-3%
Nc1nonc1N/N=C\c1ccccc1	x	1%	2%	x	x	-4%	-5%	x
O=[N+]([O-])c1ccc(S(=O)(=O)N(CCCN2CCOCC2)Cc2cccs2)cc1	u	x	u	x	0%	-11%	-7%	-4%
O=C(c1ccco1)N1CCN(Cc2nnnn2CCc2ccccc2)CC1	-3%	u	-7%	5%	-3%	-7%	-2%	1%
N#CC1=C(N)n2c(s/c(=C\c3ccco3)c2=O)=C(C#N)C1c1ccco1 (configuration not stated)	22µM*	25µM*	u	-3%	4%	20µM*	8.9µM*	0%
COC(=O)C1=C(C)NC(=O)NC1c1ccc(OCC(=O)N2CCCCC2)cc1 (configuration not stated)	-4%	44%[activator]	9%	-16%	10%	-1%	-5%	-2%
CC(C)Cc1cc(C(=O)NCCc2ccccc2)no1	-3%	11%	5%	-11%	13µM*	4%	1%	-1%
CN(C)S(=O)(=O)c1ccc(NC(=O)c2ccc(Br)o2)cc1	1%	x	2%	0%	-5%	-8%	-2%	-4%
COC(=O)c1ccc(NC(=O)CCN2CCN(CCC(=O)Nc3ccc(C(=O)OC)cc3)CC2)cc1	5%	9%	1%	u	x	u	-7%	1%
Cc1nc(C(=O)N(C)C)nn1-c1cc(Cl)cc(Cl)c1	u	-4%	1%	8%	12%	4%	-3%	-3%
CCOC(=O)c1cc2n(c1/N=C/N(C)C)-c1ccccc1C2=O	18µM*	x	u	16%	-5%	25µM*	15%	-3%
CCOC(=O)Cc1csc(SCC(=O)NC(C)C23CC4CC(CC(C4)C2)C3)n1 (configuration not stated)	u	4%	-25%	-1%	-12%	-5%	i	2%
CC(=O)Nc1cccc(C(=O)/C=C/c2ccc(C)cc2)c1	-2%	6%	9%	u	-4%	u	-16%	-1%
Cc1ccc(C(=O)c2cc([N+](=O)[O-])ccc2N2CCOCC2)cc1	u	6%	7%	u	-4%	-11%	-1%	-2%
CC1CN(C(=O)c2cc3c(s2)CCC3)CC(C)O1 (configuration not stated)	u	7%	4%	1%	11%	-6%	12%	-2%
Cc1ccc(NC(=O)CSc2nc(N)cc(N)n2)cc1S(=O)(=O)N1CCOCC1	-8%	8%	1%	2%[46 µM]	x	-7%	-8%	x
CCN(CC)S(=O)(=O)c1ccc(NC(=O)C2CCCO2)cc1 (configuration not stated)	14%	5%	0%	5%	-1%	-1%	2%	-7%
CCCC/C=C/C(NC(=O)c1ccc(C(=O)OC)cc1)c1ccccc1 (configuration not stated)	u	x	-12%	x	-25%	2%	-5%	-2%
COC(=O)C1=CN(C2CC2)C=C(C(=O)OC)C1c1ccc(C(F)(F)F)cc1	u	13%	u	4%[46 µM]	x	2%	i	4%
O=c1c2cc3c(=O)n(-c4ccccc4O)c(=O)c3cc2c(=O)n1-c1ccccc1O	1%	-26%	u	x	-3%	-10%	12%	-1%
CCC(=O)Oc1ccc2oc(=O)cc(C)c2c1	u	3%	u	3%	1%	-3%	3%	0%

Other compounds:
SMILES	ALDH1A1 block	L3MBTL1 inh	JMJD2E inh	Lamin A splicing	SMN2 splice enh	Tau ThT inhib	RECQ1 helicase	KinaseGlo FLuc
COC(=O)c1ccc(NC(=O)CN2C(=O)CNC2=O)cc1	18µM*	x	-4%	-1%	-5%	-10%	i	-4%
CCN(CC)c1ccc(C(=O)NC(=S)N2CCN(Cc3ccc4c(c3)OCO4)CC2)cc1	u	u	-10%	u	12%	u	-9%	-4%
Brc1ccc(/C=N/Nc2ccccn2)cc1	10%	x	-12%	x	x	-13%	-5%	0%
CC1CC(C)CN(S(=O)(=O)c2ccc3c(c2)n(C)c(=O)c(=O)n3C)C1 (configuration not stated)	-11%	9%	16%	x	x	-9%	-5%	x
Cc1ccc(-n2cc(CN3CCN(c4ccccn4)CC3)c(-c3ccc(F)cc3)n2)cc1	2%	-18%	u	x	x	5%	i	6%
C/C(=N\Nc1cc(C(F)(F)F)ccc1Cl)c1ccccc1O	-3%	0%	2%	-7%	-3%	-5%	7%	0%
COc1ccc(C(=O)NC(=S)Nc2nnn(C)n2)cc1	11µM*	4%	-4%	-10%	u	-18%	-4%	3%
Cc1ccc(C(C(=O)NCc2ccco2)N(C(=O)CNC(=O)c2cccs2)c2ccc(C)cc2)cc1 (configuration not stated)	0%	4%	3%	3%	-5%	-14%	1%	-3%

Compound profiles, from the list above. Order of values: ALDH1A1 block, L3MBTL1 inh, JMJD2E inh, Lamin A splicing, SMN2 splice enh, Tau ThT inhib, RECQ1 helicase, KinaseGlo FLuc
Cc1ccc(C(C(=O)NCc2ccco2)N(C(=O)CNC(=O)c2cccs2)c2ccc(C)cc2)cc1 (configuration not stated) is listed as 0%, 4%, 3%, 3%, -5%, -14%, 1%, -3%
Brc1ccc(/C=N/Nc2ccccn2)cc1 is listed as 10%, x, -12%, x, x, -13%, -5%, 0%

An excerpt; the hit share may differ from the screen's.
